Source: PubChem
SMARCA2 activ – activators of SMARCA2 function; AID 652017; MG213 cells, MMTV-luciferase reporter, dexamethasone, overnight; 370,000 compounds, 1% hits; activation, % at 9.1 µM; in the data active = activation above about 7.8%;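 also: 0% = vehicle wells and 100% = reference activator wells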
FXN GAA850 act – activators of GAA850 frataxin (FXN) promoter; HEK293 lucGAA850 FXN promoter luciferase reporter, 24 h; percent of 10 µM SAHA response; activation, % at 6 µM; 360,000 compounds, 0.56% hits;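 active = activation above the average of all compounds screened plus 3 SD, cutoff fixed separately per campaign, cut at about 7.5% in these data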;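 also: 0% = DMSO wells and 100% = 10 µM SAHA wells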
ADAM10 inh – inhibits human ADAM10; inhibition, % at 7 µM; recombinant ADAM10, EDANS/DABCYL FRET peptide cleavage, 3 h; 370,000 compounds, 0.62% hits; O14672;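 active = inhibition above a per-campaign cutoff equal to the mean of compounds falling between control-based bounds plus 3 SD, cut at about 20% in these data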;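 also: 0% = DMSO wells while the 100% control is not disclosed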
GC-B act – GC-B (human) receptor activation; activation, % at 10 µM; HEK293-GC-B cells, CNP EC30, cGMP TR-FRET; 0% at EC30 CNP, 100% saturating CNP; AID 1920062; P20594; 370,000 compounds, 0.11% hits;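 active = activation at 10 µM reaching about 35% in either raw or pattern-adjusted values, limit read from the data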
Target sequence (P20594 whole entry, looked up): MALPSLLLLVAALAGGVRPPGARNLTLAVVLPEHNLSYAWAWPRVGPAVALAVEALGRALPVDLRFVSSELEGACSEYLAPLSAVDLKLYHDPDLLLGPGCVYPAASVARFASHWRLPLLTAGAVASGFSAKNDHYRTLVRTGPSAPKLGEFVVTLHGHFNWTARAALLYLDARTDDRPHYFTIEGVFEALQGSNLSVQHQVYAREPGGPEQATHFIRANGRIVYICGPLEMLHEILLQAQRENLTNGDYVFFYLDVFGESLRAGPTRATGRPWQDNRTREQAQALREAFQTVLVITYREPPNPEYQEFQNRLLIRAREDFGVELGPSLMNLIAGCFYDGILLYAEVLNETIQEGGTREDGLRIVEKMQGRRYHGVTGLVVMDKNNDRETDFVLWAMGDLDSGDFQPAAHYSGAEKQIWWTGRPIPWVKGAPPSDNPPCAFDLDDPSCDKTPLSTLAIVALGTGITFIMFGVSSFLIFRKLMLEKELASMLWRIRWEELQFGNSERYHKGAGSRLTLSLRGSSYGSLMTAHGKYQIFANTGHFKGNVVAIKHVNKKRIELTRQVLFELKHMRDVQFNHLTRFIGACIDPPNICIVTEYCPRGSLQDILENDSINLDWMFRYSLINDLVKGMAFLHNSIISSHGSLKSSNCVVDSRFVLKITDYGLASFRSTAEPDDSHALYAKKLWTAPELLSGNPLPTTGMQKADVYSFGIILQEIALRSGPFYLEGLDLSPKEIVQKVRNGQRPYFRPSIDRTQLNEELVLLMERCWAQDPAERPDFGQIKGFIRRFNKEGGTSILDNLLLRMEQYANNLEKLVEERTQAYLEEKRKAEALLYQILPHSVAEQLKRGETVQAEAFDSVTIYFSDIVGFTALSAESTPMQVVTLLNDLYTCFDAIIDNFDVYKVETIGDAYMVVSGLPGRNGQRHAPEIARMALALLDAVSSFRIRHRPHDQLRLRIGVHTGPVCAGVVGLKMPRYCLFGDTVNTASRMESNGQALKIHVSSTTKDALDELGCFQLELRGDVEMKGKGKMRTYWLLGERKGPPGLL
hgDAF12 agonist – agonists of H. glycines DAF-12 nuclear receptor; HEK293 GAL4-hgDAF12 UAS-luciferase reporter, agonist luminescence; normalized to butyrate control; activation, % at 6.8 µM; 370,000 compounds, 1.8% hits;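 active = activation above a cutoff set at the mean of all screened compounds plus 3 SD, cut at about 10% in these data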;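 also: 0% = DMSO wells and 100% = sodium butyrate wells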
HGIII-sPLA2 inh – Blocks human group III sPLA2 activity | 370,000 compounds, 0.56% hits | Q9NZ20 | inhibition, % at 12.2 µM | QFRET BODIPY PC-A2 liposome hydrolysis, fluorescence;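 active = inhibition above mean plus 3 SD of compounds lying within the high and low control bounds, cut at about 19% in these data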;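 also: 0% = median of test compound wells and 100% = no enzyme DMSO wells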
GC-A act – GC-A (human) enzyme activation; P16066; HEK293 GC-A cells, cGMP TR-FRET, EC30 ANP; 0% at EC30 ANP, 100% saturating ANP; activation, % at 10 µM; 370,000 compounds, 0.14% hits; AID 1671463; in the data active = activation above about 40%
ssDAF12 agonist – activators of S. stercoralis DAF-12 nuclear receptor; activation, % at 6.8 µM; HEK293 ssDAF-12/GRIP1 lit1-tk-luc reporter, luminescence; % of 3 µM dafachronic acid response; AID 652126; 370,000 compounds, 1% hits;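 active = activation above the mean over all tested compounds plus 3 SD, cut at about 0.9% in these data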;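 also: 0% = DMSO-only wells and 100% = 3 µM delta7-dafachronic acid wells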
DAX1 inh-1 – NR0B1 (DAX1) inhibition; 340,000 compounds, 0.99% hits; P51843; inhibition, % at 6.75 µM; HEK293 Gal4-DAX1 luciferase reporter, luminescence; AID 504766;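 active = inhibition above the mean over all tested compounds plus 3 SD, cut at about 4.2% in these data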;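 also: 0% = DAX1-transfected cells with DMSO and 100% = empty-vector control cells with DMSO; inhibition shows as a rise in luminescence from relieved DAX1 repression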
DAX1 inh-2 – inhibitors of DAX1 repression of SF-1 activated StAR promoter. HEK293T StAR-luciferase reporter, SF-1/DAX-1 repression relief. inhibition, % at 6.8 µM. 370,000 compounds, 1.1% hits. AID 652010;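 active = inhibition above the mean over all tested compounds plus 3 SD, cut at about 3.6% in these data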;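 also: 0% = DAX-1 cells with DMSO and 100% = cells lacking DAX-1 with DMSO; higher inhibition means more luminescence from relief of DAX-1 repression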
hcDAF-12 act – activators of H. contortus DAF-12 nuclear receptor | HEK293 hcDAF-12 lit1-tk-luc reporter, luminescence; 0% DMSO, 100% Δ7-dafachronic acid | activation, % at 6.8 µM | 370,000 compounds, 1.4% hits;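 active = activation above the mean of all tested compounds plus 3 SD, cut at about 5.5% in these data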;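 also: 100% = response to 3 µM Δ7-dafachronic acid high control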
Active calls of the source: *; x = no result given; & = joins results of further samples.

molecule	SMARCA2 activ	FXN GAA850 act	ADAM10 inh	GC-B act	hgDAF12 agonist	HGIII-sPLA2 inh	GC-A act	ssDAF12 agonist	DAX1 inh-1	DAX1 inh-2	hcDAF-12 act
CCCCOc1ccc(C(=O)C(CN2CCOCC2)c2ccccc2)cc1 (stereo not given)	-4	4.3	7	-1	-7.7	-4	4	-1.7	-1.9	-3.1	-2.1
CSc1nc(C)cc(C)c1S(=O)(=O)c1ccccc1C	0	2.0	7	-5	-0.6	-8	-3	-1.7	0.5	-0.4	-1.4
COC(=O)c1nn(-c2cccc(C)c2)c2nnc(Cc3ccc(C)cc3)c(=O)n12	-2	0.9	-6	-6	-0.6	1	-1	-1.2	0.5	0.5	2.5
COc1ccc(-c2noc(CCC(=O)NCCN3CCN(c4ccccc4F)CC3)n2)cc1	0	-2.2	-2	-5	-2.6	-4	1	-2.0	-1.3	-1.9	-3.2
COc1cccc(NC(=O)NC2CCN(CC(=O)Nc3ccccc3[N+](=O)[O-])CC2)c1	-4	0.9	1	-11	-3.2	0	-2	-0.1	-0.1	-0.1	0.0
Cn1c(COc2ccc3ccccc3c2)nnc1SCC(=O)OC1CCCCC1	0	-0.6	11	-6	-1.3	-26	-5	-0.7	-0.1	-0.3	-1.6
CC(C)(C)C1CCC2(CC1)NC(CO)(CO)CO2 (stereo not given)	1	-1.4	6	-6	-1.3	2	1	-0.6	0.8	-0.1	-1.7
CCc1nc2ccc(C(=O)NCc3ccccc3OC)cn2c1N(C=O)CCC(C)C	-6	0.4	-26	1	-3.3	4	-2	-1.5	x	-0.6	-2.0
O=C(CCNC(=O)c1ccccc1)NCc1ccccc1F	9.4*	1.8	0	4	4.1	1	-4	-1.0	0.7	0.9	1.0
CC(OC(=O)CN1C(=O)C2CC=CCC2C1=O)C(=O)Nc1ccc(F)cc1Cl (stereo not given)	3	1.7	-1	-1	1.9	1	1	-1.3	0.6	1.3	-1.8
O=c1onc(-c2c(F)cccc2F)n1-c1ccccc1Cl	1	1.5	3	4	0.6	-7	2	1.0*	-0.2	-0.3	0.4
CC1(C)CC(=O)C=C(C#CC2CC2)C1	1	x	-11	3	4.0	0	0	-0.9	x	0.7	-0.8
COc1cccc(-c2cccc(NC(=O)C3CCN(CCCn4cccn4)CC3)c2)c1	0	-1.9	-6	1	0.1	-1	-2	-0.3	1.3	1.1	1.8
CCc1ccc(NC(=O)c2cc(CC(C)C)on2)cc1	4	5.1	2	7	8.4	8	0	-0.3	5.1*	1.5	2.5
CC(C)NC(=O)c1ccccc1NC(=O)CCc1ccccc1	-3	-0.8	-9	2	-2.1	-5	-1	-1.9	-1.7	-0.3	-1.7
O=C1c2ccccc2C(O)N1Cc1ccc2c(c1)OCO2 (stereo not given)	-1	-0.3	-16	-1	-3.0	15	1	-1.4	0.2	-1.0	-0.4
COc1cc(NC(=O)C2CCC(CNc3c(N4CCC(C)CC4)c(=O)c3=O)CC2)cc(OC)c1 (stereo not given)	-2&-2	-1.3&-0.4	-12&6	3&-3	0.3&0.7	-5&-4	-2&2	-1.2&-1.7	1.9&0.3	-0.5&-1.6	-0.8&-1.2
S=C(NCc1ccco1)NCc1ccccc1Cl	0	2.9	-5	0	0.7	6	6	-0.9	0.4	-1.1	3.4
Cc1nc2sc(C(c3ccco3)N3CCN(c4ccccc4F)CC3)c(O)n2n1 (stereo not given)	1	-0.1	-3	1	0.0	-14	-4	-1.1	-1.0	-0.2	0.5
CCN1C(=O)c2ccccc2S(=O)c2ccc(C(=O)NCc3ccccn3)cc21 (stereo not given)	1	-0.9	-10	2	3.7	1	-3	-0.5	0.2	1.1	-0.8
C=C(C)Cn1c(C2CC(=O)N(c3ccccc3F)C2)nc2ccccc21 (stereo not given)	1	-1.3	-1	3	0.1	-2	1	-1.2	0.0	-0.4	0.1
CC(C)(C)C1C=C(Sc2ccccc2)C(=O)O1 (stereo not given)	-2	1.7	-2	-2	-0.9	-9	3	-0.7	-1.3	-0.3	3.5
O=C(NNC(=O)c1sccc1-n1cccc1)c1ccccc1	1	0.1	2	2	0.4	4	-2	-0.6	-0.5	-0.3	0.6
CCC(O)(CC)C(=O)N=Nc1c(O)[nH]c2ccccc12	1	-2.0	3	1	-0.4	0	-4	-0.7	0.3	-0.2	1.1
Cn1c(C(F)(F)F)nc2c(=O)oc3ccccc3c21	-2	2.7	-5	8	0.0	3	3	-1.3	1.9	-0.3	-1.9
Cc1c(C#N)c(NC(=O)CCl)n(Cc2ccc(F)cc2)c1C	-6	-6.5	-5	2	-8.7	0	0	-2.2	-3.3	-4.8	-1.6
COc1cc2c(cc1NC(=O)c1cncc(Br)c1)oc1ccccc12	2	0.8	-3	-5	0.1	-1	-2	-1.1	-0.1	0.5	-0.7
COc1cccc(C(=O)OCC(=O)NC2CCCc3ccccc32)c1O (stereo not given)	0	0.0	-9	-2	0.2	5	-5	-1.4	-0.6	2.0	-0.5
COc1ccc(C(=O)CC(=O)C(=O)NCCc2cccc(C)c2)cc1	-3	-0.9	3	-1	1.5	-2	-5	-1.3	2.3	0.2	6.4*
Cc1ccc(-c2csc(C3=C(O)CN(NC(=O)c4ccco4)C3=N)n2)cc1	7	0.7	-4	-6	-2.1	-10	3	-1.1	3.4	-0.2	-1.5
CCC(Oc1ccc(F)cc1)C(=O)N1CCCCCCC1 (stereo not given)	-2	1.6	-4	0	1.1	6	-4	-0.2	2.9	0.3	-0.4
OCCNc1nc(Nc2ccccc2C(F)(F)F)nc(N2CCCC2)n1	0	0.8	3	-3	-1.5	-5	-1	-1.2	1.7	-1.3	-1.4
COc1ccc(C2C([N+](=O)[O-])=C(C)N(C)C(=O)N2C)cc1OC (stereo not given)	0	-0.9	-1	3	1.1	-12	-3	-0.6	-0.2	0.5	-0.5
O=S(=O)(NCCCc1ccccc1)c1ccc(Cl)cc1	-6	2.1	1	-1	-3.4	-8	-8	-0.7	-0.8	-0.2	0.9
CN(C(=O)c1ccno1)c1nnc(-c2cccnc2)s1	-1	-0.1	-29	1	3.3	5	2	-1.3	0.9	0.4	-0.3
COP(=O)(O)C(Cc1ccccc1)NC(=O)OCc1ccccc1 (stereo not given)	0	x	4	1	4.7	4	3	-0.5	x	0.7	-1.5
O=C(CSc1ncn[nH]1)N/N=C/c1ccc(F)cc1	-1	-1.1	-6	-2	1.5	-8	3	-1.2	2.0	-1.4	2.2
CCN(CC(=O)Nc1c(F)cccc1F)C(=O)Cc1csc(-c2ccc(OC)c(OC)c2)n1	-1	2.8	-196	7	0.3	4	0	-1.0	0.2	-0.5	-2.3
COc1ccc(Br)c(C(=O)Nc2cccc(S(=O)(=O)N3CCOCC3)c2)c1	-2	0.5	1	6	-1.7	-5	0	-1.1	0.3	-3.0	-0.6
CCOC(=O)C1=C(C)N(c2ccccc2)C(=O)/C1=C\c1cccs1	-1	2.3	-2	-3	-1.0	-3	1	-1.2	-1.3	0.0	0.6
Cc1nc(Nc2cccc(F)c2)c2oc3ccccc3c2n1	2	3.5	-59	4	1.9	4	18	-0.7	-0.3	-0.8	4.4
CCOCC(O)CS(=O)Cc1ccccc1 (stereo not given)	-1	-0.7	1	-1	1.9	5	2	-1.4	1.4	0.6	-3.1
CN(C)S(=O)(=O)c1cccc(NC(=O)C2Cc3ccccc3CN2C(=O)c2ccco2)c1 (stereo not given)	0	3.0	-7	5	6.3	-7	2	0.9	1.0	0.7	1.8
O=C(Oc1ccccc1N1CCOCC1)c1sccc1Br	-3	0.1	0	-9	-0.3	1	0	0.2	0.7	0.0	-0.7

Among those listed so far, 6 have a furan ring, fused or not:
molecule	SMARCA2 activ	FXN GAA850 act	ADAM10 inh	GC-B act	hgDAF12 agonist	HGIII-sPLA2 inh	GC-A act	ssDAF12 agonist	DAX1 inh-1	DAX1 inh-2	hcDAF-12 act
S=C(NCc1ccco1)NCc1ccccc1Cl	0	2.9	-5	0	0.7	6	6	-0.9	0.4	-1.1	3.4
Cc1nc2sc(C(c3ccco3)N3CCN(c4ccccc4F)CC3)c(O)n2n1 (stereo not given)	1	-0.1	-3	1	0.0	-14	-4	-1.1	-1.0	-0.2	0.5
COc1cc2c(cc1NC(=O)c1cncc(Br)c1)oc1ccccc12	2	0.8	-3	-5	0.1	-1	-2	-1.1	-0.1	0.5	-0.7
Cc1ccc(-c2csc(C3=C(O)CN(NC(=O)c4ccco4)C3=N)n2)cc1	7	0.7	-4	-6	-2.1	-10	3	-1.1	3.4	-0.2	-1.5
Cc1nc(Nc2cccc(F)c2)c2oc3ccccc3c2n1	2	3.5	-59	4	1.9	4	18	-0.7	-0.3	-0.8	4.4
CN(C)S(=O)(=O)c1cccc(NC(=O)C2Cc3ccccc3CN2C(=O)c2ccco2)c1 (stereo not given)	0	3.0	-7	5	6.3	-7	2	0.9	1.0	0.7	1.8
